Screening data (PubChem BioAssay)
All columns: NCI-60 one-dose screen, growth in % after 48 h at 10 µM unless noted; 100 = growth as untreated, 0 = no growth, -100 = all killed.
OVCAR-3 = OVCAR-3 ovarian cancer. hit rate 7% among 79,000. AID 1794787
U251 = U251 CNS tumor cells. AID 1794753. hit rate 5.4% among 80,000
OVCAR-5 = OVCAR-5 ovarian cancer | hit rate 2.9% among 82,000
DU-145 = DU-145 prostate cancer. AID 1794760. hit rate 4.2% among 81,000
OVCAR-8 = OVCAR-8 ovarian cancer | hit rate 4.4% among 81,000 | AID 1794782
OVCAR-4 = OVCAR-4 ovarian cancer cells; hit rate 3.7% among 80,000
SF-295 = SF-295 CNS cancer cells. hit rate 5.6% among 79,000. AID 1794758
SK-OV-3 = SK-OV-3 ovarian cancer cells | hit rate 3.2% among 80,000 | AID 1794785
PC-3 = PC-3 prostate cancer cells | hit rate 3.9% among 80,000 | AID 1794754
* marks the source's active call; other numbers are inactive results; x = no result given; & = joins results of further samples; ! = not active in a repeat; [ ] = dose if it differs, or a comment. How the source made its calls: active means growth percent below 10; inactive means the rest.

SMILES	OVCAR-3	U251	OVCAR-5	DU-145	OVCAR-8	OVCAR-4	SF-295	SK-OV-3	PC-3
CCN(CC)CCSc1ncnc2c1cnn2-c1ccc(S(N)(=O)=O)cc1	84	93	112	97	83	106	55	108	86
CN(C)c1ccc(C=Nc2ccccc2)cc1	103	103	96	x	92	89	104	119	88
COc1ccc(N=C2S/C(=C/c3cn(-c4ccccc4)nc3-c3ccc(Cl)cc3)C(=O)N2Cc2nc3ccccc3[nH]2)cc1	111	92	106	107	98	94	99	92	90
Cc1cn2c(=O)c3ncn(C4OC(CO)C(O)C4O)c3n(C)c2n1 (stereo not given)	102	96	100	103	105	104	107	100	85
Oc1ccc(-c2nc3ccc(/C(=N\N=C\c4ccccc4)c4ccccc4)cc3[nH]2)cc1	x	90	99	93	83	62	84	107	51
C1CCOC1	112	92	104	107	98	100	x	108	94
C=C(C)[C@@H]1CC[C@]2(C(=O)NCCNCCN)CC[C@]3(C)[C@H](CC[C@@H]4[C@@]5(C)C/C(=C/c6ccncc6)C(=O)C(C)(C)[C@@H]5CC[C@]43C)[C@@H]12	98	91	103	106	101	90	100	109	89
CCCCCCCCCCCCCCCCCCCC(=O)NCCc1c[nH]c2ccc(OC(=O)NOCCOCCOCCOCCOCCOCCOCCOCCOCCOCCOCCOCCOCCOCCOCCOCCOCCOCCOCCOCCOCCOCCOC)cc12	12	-17*	-5.9*	21	7.2*	30	-29*	-10*	6.4*
O=[N+]([O-])c1nccn1CCCCCCN1CCOCC1	127	107	105	121	105	100	94	105	98
COc1ccc(-c2nc3ccccc3[nH]2)cc1OC	110	109	83	106	120	115	102	96	95
COc1ccc(C2=C(c3ccccc3)c3ccc(OC(C)=O)cc3OC2(C)C)cc1	85	96	85	105	125	88	72	116	72
COc1ccc2nc3c(cc2c1)C(=O)CC(c1ccccc1)C3 (stereo not given)	-7.2*	45	61	1.1*	39	93	31	52	29
Cc1nc2ccccc2nc1SCc1nnc(Nc2ccccc2)o1	88	101	95	106	92	73	82	102	85
COc1ccc(OC)c(/C=C/c2nc(SCc3ccccc3)n(-c3ccc(Cl)cc3)n2)c1	17	39	102	78	84	x	-15*	86	36
CC1=C(C(=O)Nc2ccccn2)C(c2cn(-c3ccccc3)nc2-c2ccc(F)cc2)C(C(=O)Nc2ccccn2)=C(C)N1	71	78	93	94	92	84	x	102	77
CCCCCCCCN(CCO)CCCCCCCC	109	102	97	112	101	94	x	103	99
COc1ccc([C@H]2[C@H](O)C(=O)N2c2cc(OC)c(OC)c(OC)c2)cc1	x	8.0*	30	18	2.5*	70	14	38	14
CCOC(=O)c1[nH]c(=O)c2c(OCC)nc(-c3ccccc3)cc2c1O	110	108	98	109	110	96	125	116	91
O=C(/C=C/c1ccc2c(c1)OCO2)c1ccc(O)cc1O	75	67	96	51	87	97	109	108	57
CCCCn1c(=O)c(-c2cc(-c3ccc(Cl)cc3)nc(-c3ccc(Cl)cc3)c2)cc2cc(OC)ccc21	112	96	89	109	93	107	103	101	87
COC(=O)CNC(=O)c1ccc(-n2cc(-c3ccccc3)nn2)cc1	103	100	110	108	98	112	107	103	97
Cn1cnc(I)c1Cc1ccc(OCc2ccccc2)cc1	80	80	86	78	102	60	58	87	x
COc1ccc(S(=O)(=O)N2CCN(c3cc4c(cc3F)c(=O)c(C(=O)O)cn4C3CC3)CC2)cc1OC	103	104	97	111	101	114	104	102	96
COc1cccc(-c2oc3ccccc3c(=O)c2O)c1	92	65	101	72	81	79	98	90	67
Cn1cc(-c2nc(-c3ccsc3)cs2)c2ccccc21	92	99	89	105	103	87	98	99	x

Continued:
SMILES	OVCAR-3	U251	OVCAR-5	DU-145	OVCAR-8	OVCAR-4	SF-295	SK-OV-3	PC-3
CC1(C)C2CCC1(C)C(S)C2 (stereo not given)	108	97	103	107	104	118	102	99	105
Cc1[nH]c(N=Nc2ccccc2)nc1N=Nc1ccccc1	33	16	19	34	15	30	17	39	36
CCN(CC)Cc1nc2ccccc2c(=O)n1/N=C/c1cc(OC)c(OC)c(OC)c1	105	99	92	105	97	95	101	123	111
O=C1c2ccccc2C(=O)c2c(Cl)ccc(O)c21	97	91	99	104	96	108	106	100	94
CCOC(=O)CC(NC(=O)c1cccc(NCc2ccc(C(=N)N)cc2)c1)c1ccccc1 (stereo not given)	108	95	103	109	99	100	97	111	98
CC(=O)OCCC/C(=C\c1ccc2ccccc2c1)[N+](=O)[O-]	-97*	-91*	-93*	-94*	-91*	11	18	58	-97*
C=C(CC(=O)O)C(=O)O	100	101	109	98	103	102	99	104	105
CN(C)CCNc1nc(NN2C(=O)c3cccc4cccc(c34)C2=O)nc(N2CCOCC2)n1	115	x	96	109	97	96	100	106	99
COC(=O)c1cccc(F)c1C(=O)c1cccc2ccccc12	101	97	101	105	95	105	103	100	93
O=C1c2cccc3c(-c4ccc(-c5nc6c7ccccc7c7ccccc7c6[nH]5)cc4)ccc(c23)C(=O)N1Nc1ccccc1	96	90	88	107	92	95	95	89	81
Cn1ccc2c3c(ccc21)C1c2ccccc2C3c2ccccc21	92	97	112	121	93	102	80	113	86
Cc1cc2c(-c3nc4ccccn4c3N)c(O)c(O)cc2c(O)c1-c1c(C)cc2c(-c3nc4ccccn4c3N)c(O)c(O)cc2c1O	26	8.0*	37	26	20	34	2.7*	-10*	16
Cc1ccc(C(C)C)c(OCc2ccc(C(=O)N/N=C/c3cccc(O)c3O)cc2)c1	20	28	70	34	24	28	36	66	39
OC(c1cccc(C(F)(F)F)c1)c1cnccc1OC1CCCCCC1 (stereo not given)	89	89	98	101	78	76	67	x	78
Cc1ccc2c(c1)ncn2-c1ncnc2c1CC(C)c1ccccc1N2C (stereo not given)	9.3*	12	55	12	8.6*	47	13	30	21
Nc1ncnc2c(-c3nc4ccccc4s3)c(Nc3ccccc3)sc12	111	94	94	109	92	100	99	89	86
CCOc1ccccc1/C=N\NC(=O)C1CC1	108	103	116	114	101	x	114	104	98
O=[N+]([O-])c1ccc(NN=C(CO)CO)c([N+](=O)[O-])c1	109	98	97	110	94	94	101	102	96
COc1cccc2c1C(=O)c1c(O)c3c(c(O)c1C2=O)CC(O)(/C(C)=N/NC(=O)CCCCC(=O)N/N=C(\C)C1(O)Cc2c(O)c4c(c(O)c2C(OC2CC(N)C(O)C(C)O2)C1)C(=O)c1c(OC)cccc1C4=O)CC3OC1CC(N)C(O)C(C)O1 (stereo not given)	-37*[5 µM]	2.3*[5 µM]	7.1*[5 µM]	-47*[5 µM]	5.0*[5 µM]	-9.9*[5 µM]	-35*[5 µM]	-7.0*[5 µM]	-40*[5 µM]
Cc1cc(O)c(C(C)(C)C)cc1Sc1cc(C(C)(C)C)c(O)cc1C	29	60	90	50	74	28	53	65	22
CCCCCn1sc(=O)n(Cc2ccc(CNC(=O)C(C)c3ccc(CC(C)C)cc3)cc2)c1=O (stereo not given)	-75*!	8.3*!	-54*!	-93*!	-15*!	-48*!	47&94	70&97	-64*!
CNC(=O)c1cccc(N2CCc3c2ccc(NC(=O)Nc2cccc(C(F)(F)F)c2)c3F)c1	118	93	104	90	79	74	63	89	61
CN1CCN(c2ccc(C(=O)/C=C/c3cc(Br)ccc3F)cc2)CC1	34	24	135	45	64	60	61	44	37
CC(Nc1n[nH]c2nc(-c3ccccc3)nc(N)c12)c1ccccc1 (stereo not given)	104	97	99	108	100	85	94	x	104
COc1nccc2c(-c3ccccc3)nc(N)nc12	112	102	89	107	95	101	90	109	101

Next structures
SMILES	OVCAR-3	U251	OVCAR-5	DU-145	OVCAR-8	OVCAR-4	SF-295	SK-OV-3	PC-3
COc1cc2ccccc2[n+](C)c1-c1ccccc1F	84	97	92	102	90	97	107	95	86
COC(=O)C(Cc1ccc(O)cc1)n1cc(COc2nc(Cl)nc(Nc3ccc(N4CCOCC4=O)cc3)n2)nn1 (stereo not given)	106	96	110	107	101	100	102	95	104
C#Cc1ccc(-n2c(/C=C/c3ccc4ccccc4n3)nc3ncccc3c2=O)cc1	-67*	-58*	-4.3*	-38*	-16*	-62*	-58*	5.0*	-29*
CCCn1cnc2c(c1=N)C(c1ccc(Cl)cc1)c1sc3c(C)cccc3c1O2 (stereo not given)	2.3*	19	34	20	24	89	-6.7*	44	6.9*
Cc1nc(NCc2ccco2)nc(N2CCOCC2)c1Br	92	99	91	102	111	82	93	104	99
O=c1[nH]ccc2c(S(=O)(=O)N3CCCNCC3)cccc12	61	101	63	62	90	90	74	-0.3*	87
Cc1ccc(-c2nn(-c3ccccc3)cc2/C=C/C(=O)OCc2cn(-c3ccc([N+](=O)[O-])cc3)nn2)cc1	103	83	95	97	60	48	70	95	73
CC(=O)c1ccc(-n2c(C)nc3ncccc3c2=O)cc1	108	93	102	104	95	106	94	90	73
NN1C=CNn2c1nc1c(cnn1-c1ccccc1)c2=O	108	97	105	106	101	115	104	110	108
CCc1ccc2nc(NC(=O)Cc3csc(NC(=O)c4ccco4)n3)sc2c1	64	67	83	67	43	43	78	65	66
COc1ccc(CNc2cc3cc(OC)c(OC)cc3c(C)n2)cc1CN1CCN(C)CC1	92	85	98	97	93	79	86	89	67
Cc1nc(N)nc(N)c1-c1ccc([N+](=O)[O-])cc1	116	92	96	118	98	107	91	112	59
CCC(c1ccc(OC)cc1)C(CC)c1ccc(O)c(CN2CCCC2)c1 (stereo not given)	20	7.1*	63	43	37	32	-51*	34	24
CCCCCCCCCCCCCC(N)=O	116	106	100	111	104	105	x	105	92
COc1ccc2oc(=O)cc(Cn3c4ccc(Cl)cc4c4ccc([C@@H](C)C(=O)O)cc43)c2c1	102	100	82	105	105	103	98	99	88
CC(O)(C(=O)c1ccccc1)c1ccccc1 (stereo not given)	107&116	106	104&101	109&111	106&110	102&94	97&84	100	98&92
Nc1ncnc2c1N=C(c1ccc3c(c1)OCO3)CC(c1ccc(Cl)cc1)N2 (stereo not given)	103	74	68	92	90	78	93	79	63
COc1ccc2oc(=O)cc(Cn3nnc(N)c3C#N)c2c1	109	99	116	113	100	107	106	102	96
N=C(N)c1ccc(-c2ccc(-c3ccc(Cl)cc3Cl)s2)cc1	-16*	-45*	39	-25*	-21*	-16*	-31*	88	0.1*
COC(=O)C(c1ccccc1)c1ccccc1	122	99	96	111	100	99	102	99	97
N#CCc1nc(Cl)cc(Cl)n1	120	104	101	114	100	104	101	107	100
CC1CN=C(c2ccccc2)O1 (stereo not given)	126	94	97	123	88	105	128	113	94
O=C1O[C@H]2c3ccccc3-c3c4c(cc5c3[C@H]2N1CC5)OCO4	115	93	119	110	100	108	100	99	83
O=C(O)c1ccc(C2CCC(O)CC2)cc1 (stereo not given)	118	97	92	111	100	112	96	100	93
C=CCn1c(SC/C(=N/O)c2ccccc2)nnc1-c1cc(-c2ccc(S(N)(=O)=O)cc2)nc2ccccc12	96	92	105	110	85	92	97	109	89

Next part:
SMILES	OVCAR-3	U251	OVCAR-5	DU-145	OVCAR-8	OVCAR-4	SF-295	SK-OV-3	PC-3
O=C(O)c1ccc2c(c1)C(=O)N(c1ccccc1)C2=O	101	x	112	100	109	107	120	86	105
COC(=O)c1cccc2c(N)c(N)cc(C(=O)OC)c12	117	107	96	109	103	100	97	106	104
S=C(Nc1ccccc1)N1CCN(c2ncnc3c2cnn3-c2ccccc2)CC1	105	100	101	105	100	99	110	110	89
O=c1[nH]c(=S)[nH]c(O)c1/C=C1\C=c2ccccc2=N\C1=N\c1nc2ccccc2s1	106	101	95	110	102	97	103	x	103
O=S(=O)(c1cccc(F)c1)N1CCN(c2nccc(-c3c(-c4cccc(F)c4)nc4sccn34)n2)CC1	93	94	112	74	82	77	87	137	65
Cc1ccc(-c2csc(NC(=O)CSc3nc(-c4ccccc4)cc(=O)[nH]3)n2)cc1	101	92	96	103	94	105	88	92	86
CC#Cc1c(C)c(N2CCN(CCOc3ccc4c(c3)CC[C@@H]3[C@@H]4CC[C@]4(C)[C@@H](O)CC[C@@H]34)CC2)cc2c1CCN2S(C)(=O)=O	84	44	96	84	97	65	39	82	59
CCOC(=O)c1c(C)nc2c(c1N)CC(=O)N2Cc1ccc(OC)c(F)c1	104	90	97	102	x	103	102	86	84
CCn1cc(C(=O)O)c(=O)c2cc(F)c(N3CCN(C(=O)CSc4nc(-c5ccccc5)c(C#N)c(=O)[nH]4)CC3)cc21	108	97	93	124	97	112	85	56	98
CCCCCNC(=O)c1cccc(NC(=O)CCl)c1	86	30	110	96	104	86	81	122	89
COc1ccc(/C=N/NC(=O)c2c(Nc3ccccc3)nn(C)c2N)cc1	x	102	93	108	96	107	103	102	99

The order is random; any-hit rate near 11%.
